Source: PubChem BioAssay
Exocytosis inh – lytic granule exocytosis inhibition. TALL-104 LAMP-1 surface exposure, flow cytometry; cells stimulated with thapsigargin and PMA. inhibition, % at 10 µM. 0.66% of 360,000 active;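 active = inhibition above about 55%, limit read from the data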
ABHD5-PLIN5 inh – inhibitors of human ABHD5-perilipin-5 interaction; Q00G26+Q8WTS1; Split G. princeps luciferase complementation, luminescence, 4 h; inhibition, % at 4 µM; 0.78% of 360,000 active; AID 602281;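 active = inhibition above the mean inhibition across every tested compound plus 3 SD, cut at about 22% in these data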;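 note: 0% = DMSO only wells and the 100% control is not disclosed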
iPSC survival up – increases survival of single human iPS cells; hiPSC single-cell survival, ATPlite luminescence; 100% = ROCK inhibitor wells, 0% = DMSO; survival enhancement, % at 20 µM; 0.044% of 360,000 active; in the data active = survival enhancement above about 18%;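 note: cells exposed to compounds for 16 hours before the ATP read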
m5-HT2A agonist – mouse HTR2A agonism via beta-arrestin recruitment. P35363. CHO-K1 mHTR2A beta-arrestin complementation, luminescence; percent of 30 µM serotonin response. activation, % at 7.6 µM. 0.66% of 360,000 active. AID 624169;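 active = activation above a run cutoff, the mean activation of all tested compounds plus 3 SD, cut at about 14% in these data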;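 note: 0% = plate median of compound wells and 100% = 30 µM serotonin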
MC4R antag cAMP – human MC4R antagonism in cAMP assay. P32245. MC4R-expressing cells, MTII-stimulated cAMP, LANCE TR-FRET. inhibition, % at 6.5 µM. 0.48% of 360,000 active. AID 540295;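 active = inhibition above its plate's cutoff, the mean of tested wells on that plate plus 3 SD, cut at about 29% in these data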;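 note: 0% = Melanotan II alone and 100% = Melanotan II plus saturating MCL0020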
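Assay system: U2OS-MC4R stable cell line; Also added: Melanotan II; Technique: Eu-cAMP/anti-cAMP TR-FRET, emission 671 nm; Times: 30-min compound, 1-h challenge, 1-h detection, room temperature.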
aDG glyco act – alpha-DG glycosylation activation. activation, % at 10 µM. Pro5-aDG cells, alpha-DG glycosylation AlphaScreen (IIH6); 0% Pro5, 100% B10-LARGE cell signal. AID 624168. 0.22% of 360,000 active;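 active = activation of at least 8% versus controls, or a plate z-score of at least 8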;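 note: Pro5 are CHO cells carrying HIG-tagged alpha-DG that lacks glycosylation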
Cardio protect – myocardial damage modulation in H9c2 cells; 0.63% of 360,000 active; H9c2 cardiomyocytes, H2O2 injury protection, ATPLite, 2 h; protection from H2O2 cell death, % at 20 µM; AID 588492;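 active = compounds giving at least 50% protection of heart cells from peroxide-induced death in the single-dose screen, raw or plate-pattern-corrected value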;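 note: 0% = DMSO wells with peroxide and 100% = DMSO wells without peroxide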
Glyco luc inh – blocks N-linked glycosylation in D54 reporter cells | 0.23% of 360,000 active | reporter increase, % at 12.5 µM | D54 ERlucT glycosylation luciferase reporter, 24 h; percent of 100 nM tunicamycin response | AID 588692;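 active = mean luciferase reporter signal, scaled so untreated is 0 and the glycosylation-blocking control 100, at or above a set limit in every replicate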;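 note: luciferase carries N-glycosylation sites so blocking glycosylation raises the light; 0% = median of neutral control wells and 100% = median of 100 nM tunicamycin wells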
ABCB6 inh 2 – inhibitors of human ABC transporter ABCB6; Q9NP58; 0.19% of 360,000 active; K562-ABCB6 porphyrin accumulation, flow cytometry, 1 h; hits give low values; AID 602162; fluorescence ratio to DMSO, % at 10 µM;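 active = fluorescence ratio to DMSO below 75%, the collection mean minus 3 SD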;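 note: signal is porphyrin accumulated inside mitochondria; 100% equals median channel fluorescence of DMSO control wells; lower ratio means ABCB6 inhibition with less porphyrin fluorescence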
Target sequence (Q9NP58 whole entry, looked up): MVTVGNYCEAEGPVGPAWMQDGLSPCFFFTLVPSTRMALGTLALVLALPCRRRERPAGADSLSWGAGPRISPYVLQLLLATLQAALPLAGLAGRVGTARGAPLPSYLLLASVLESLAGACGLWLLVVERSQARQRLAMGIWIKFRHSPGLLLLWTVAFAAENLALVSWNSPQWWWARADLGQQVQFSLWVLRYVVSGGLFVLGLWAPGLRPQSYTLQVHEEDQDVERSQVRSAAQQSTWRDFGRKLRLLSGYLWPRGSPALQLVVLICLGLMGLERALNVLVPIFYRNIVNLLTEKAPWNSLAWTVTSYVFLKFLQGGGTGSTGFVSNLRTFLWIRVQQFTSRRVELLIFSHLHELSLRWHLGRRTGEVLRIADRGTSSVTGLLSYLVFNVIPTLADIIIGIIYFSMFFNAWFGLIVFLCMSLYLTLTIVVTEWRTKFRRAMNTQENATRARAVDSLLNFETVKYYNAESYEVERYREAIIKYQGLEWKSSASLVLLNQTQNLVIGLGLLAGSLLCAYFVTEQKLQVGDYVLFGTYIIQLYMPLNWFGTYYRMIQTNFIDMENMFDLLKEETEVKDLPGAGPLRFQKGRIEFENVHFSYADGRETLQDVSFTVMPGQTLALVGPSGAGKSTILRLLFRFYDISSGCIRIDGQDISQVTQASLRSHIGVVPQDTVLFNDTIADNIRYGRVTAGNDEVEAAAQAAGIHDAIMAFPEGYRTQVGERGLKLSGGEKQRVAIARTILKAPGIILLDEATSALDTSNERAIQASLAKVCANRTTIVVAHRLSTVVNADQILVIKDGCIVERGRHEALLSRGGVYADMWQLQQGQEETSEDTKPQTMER
MC4R ag barr – human MC4R agonism via beta-arrestin; P32245; U2OS MC4R beta-arrestin complementation, luminescence; percent of melanotan II response, DMSO zero; AID 540308; 0.98% of 360,000 active; activation, % at 8.9 µM;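 active = activation above a per-plate cutoff, the mean activation of sample wells on that plate plus 3 SD, cut at about 8% in these data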
Active calls of the source: *; / = no result given; & = joins results of further samples. Rows are unselected. Share with any hit: about 4.5%.

SMILES	Exocytosis inh	ABHD5-PLIN5 inh	iPSC survival up	m5-HT2A agonist	MC4R antag cAMP	aDG glyco act	Cardio protect	Glyco luc inh	ABCB6 inh 2	MC4R ag barr
CCCCCCCCNS(=O)(=O)CCNCc1ccccc1	7	-7	-2.3	-5	6	-0.1	-14	0	96	1.7
CCOc1ccc(Oc2c(C)oc3cc(O)ccc3c2=O)cc1	8	1	-1.5	0	5	-0.5	-1	1	99	-4.6
C=Cc1ccc(C(=O)NC2CCCN(Cc3ccccc3F)C2)cc1 (stereo unspecified)	1	8	-0.6	-3	6	0.1	-7	-3	100	-3.0
CC1CC(OCC(O)CN2CCOCC2)CC(C)(C)C1 (stereo unspecified)	-1	-1	-2.7	0	-6	0.5	1	1	95	0.7
COCCOc1cc(N2C(=O)CSCC2=O)c(Cl)cc1Cl	0	0	-0.9	1	-2	0.2	8	1	100	-1.0
COc1ccc(C2N(c3ccc4c(c3)OCCO4)C(=O)C2(F)F)cc1OC (stereo unspecified)	-3	-3	-0.2	-3	-11	-0.1	0	-1	98	-1.9
COCCCn1c(C(=O)N2CCOCC2)cc2c(=O)n3ccccc3nc21	-5	4	-0.1	11	8	-0.2	1	0	95	-2.7
CN(C)c1ccc(P(=O)(OCc2ccccc2)C(O)c2cccnc2)cc1 (stereo unspecified)	-3	4	6.2	7	7	-0.1	-7	-2	91	2.2
O=C1OCC/C1=C\NCCCCCCCCN/C=C1\CCOC1=O	2	9	3.1	4	7	-0.3	-4	1	96	0.1
O=C(Nc1cc(Cl)ccc1O)C1CC(c2ccccc2Cl)=NO1 (stereo unspecified)	2	-8	0.7	9	13	-0.1	-8	-1	95	5.3
O=C(Nc1ccc(Cc2ccncc2)cc1)c1ccc(S(=O)(=O)N2CCOCC2)cc1	-3	1	-1.0	2	-6	3.5	-12	0	80	-1.0
COCCNC(=O)c1ccc2c(Cl)c3c(nc2c1)CCC3	-19	3	-0.6	-6	10	0.1	-13	-2	88	-1.8

A draw from above in order of SMILES length, low to high.
SMILES	Exocytosis inh	ABHD5-PLIN5 inh	iPSC survival up	m5-HT2A agonist	MC4R antag cAMP	aDG glyco act	Cardio protect	Glyco luc inh	ABCB6 inh 2	MC4R ag barr
CC1CC(OCC(O)CN2CCOCC2)CC(C)(C)C1 (stereo unspecified)	-1	-1	-2.7	0	-6	0.5	1	1	95	0.7
COCCOc1cc(N2C(=O)CSCC2=O)c(Cl)cc1Cl	0	0	-0.9	1	-2	0.2	8	1	100	-1.0
CN(C)c1ccc(P(=O)(OCc2ccccc2)C(O)c2cccnc2)cc1 (stereo unspecified)	-3	4	6.2	7	7	-0.1	-7	-2	91	2.2

(more compounds)
SMILES	Exocytosis inh	ABHD5-PLIN5 inh	iPSC survival up	m5-HT2A agonist	MC4R antag cAMP	aDG glyco act	Cardio protect	Glyco luc inh	ABCB6 inh 2	MC4R ag barr
C=CCN1C(=O)SC(Cc2cccc(OC)c2O)C1=O (stereo unspecified)	2	-7	-0.2	-4	25	0.2	-4	-3	97	1.6
COc1ccc(/C=N/Nc2cc(N3CCCC3)nc(N3CCCC3)n2)cc1	72*	-21	-3.5	-6	-1	-0.4	-22	-7	107	1.4
COc1ccc(N2CCN(CC(=O)Nc3c(C)cc(C)cc3C)CC2)cc1	-4	7	-0.6	-2	4	0.4	-2	0	84	-0.6
CCOC(=O)CNC(=O)CSc1ccc(-c2nc3ccccc3[nH]2)cn1	2	2	-0.6	-1	4	-0.1	3	7	91	-0.9
CCC(C)c1ccc(OCc2ccc(C(=O)O)o2)cc1 (stereo unspecified)	12	-7	1.4	4	-3	-0.3	-6	-8	88	2.1
COc1ccc(NC(=S)NCc2cccs2)c(OC)c1	9	6	-1.3	1	16	-0.2	-7	1	98	-2.6
CC(NC(=O)COC(=O)CCNC(=O)c1ccco1)C12CC3CC(CC(C3)C1)C2 (stereo unspecified)	-2	2	-1.4	2	6	0.8	3	0	91	0.5
N#Cc1ccc(CSc2nnc(-c3ccncc3)o2)cc1	-8	2	1.1	-3	-2	0.2	-2	-2	98	0.1
Cc1ccc(-c2nnc(SC(C)C#N)n2N)cc1 (stereo unspecified)	1	1	0.9	-3	10	-0.1	2	3	93	-0.4
CNS(=O)(=O)c1ccc2c3c(cccc13)C(=O)N2	-18	6	4.6	1	-3	-0.1	12	1	95	-0.1
N#Cc1c(Oc2ccc3ccccc3c2)sc(C(=O)c2ccccc2)c1N	42	-2	-2.1	-1	15	-0.3	-18	1	94	-2.1
COc1ccc(COC(=O)N/N=C(\C)CC(=O)Nc2ccc(Cl)cc2)cc1	-1	-1	1.1	-1	5	-0.2	-1	0	123	0.8
C=CCc1ccc(OCCOCCNCCOC)c(OC)c1	-4	3	-2.4	-3	7	-0.2	6	-1	101	-0.2
CCC1CCCCN1CCNC(=O)C1CCN(S(=O)(=O)c2cccc3nsnc23)CC1 (stereo unspecified)	-8	-8	0.2	-4	12	2.4	2	-2	111	-1.4
Cc1nn(Cc2ccccc2)c(=O)n1N(C)c1ncc(C(F)(F)F)cc1Cl	3	-6	7.8	1	2	-0.2	2	0	92	-2.7
O=C(NC1CC1)C1CCN(C2CCN(C(=O)/C=C/c3ccc(F)cc3)CC2)CC1	4	-4	0.1	2	15	0.2	-2	1	106	3.5
CC(C)NC(=O)C1(C)CSCC(=O)N1CCOc1ccccc1 (stereo unspecified)	-11	-7	/	-1	/	0.1	/	/	/	/
COc1ccc(C2N(C(C)=O)CCCN2S(=O)(=O)c2ccc(C)cc2)cc1 (stereo unspecified)	-1	-3	0.3	-3	10	-0.1	3	1	97	1.7
COC(=O)c1ccsc1NC(=O)c1ccc2c(c1)OCCO2	4	2	-0.9	-1	1	0.2	5	-1	94	2.5
COc1ccc(CN=C(C#N)C2=C(O)c3ccccc3C2=O)cc1	-5	-1	0.4	11	-5	0.1	-2	1	101	3.4
CNC(=S)N1CCN=C1Nc1nc(C)cc(C)n1	4	4	0.1	3	11	0.0	9	7	101	-0.9
Cc1ccc(S(=O)(=O)Nc2ccc(O)c3cccnc23)cc1	2	-3	0.9	2	-11	0.7	-17	1	99	-2.8
Cc1ccc(NC(=O)c2ccc(OC(=O)c3ccco3)cc2)cc1	2	4	-1.0	18*	0	0.4	-2	-2	99	-1.8
COC(=O)Nc1ccc2ccc3c(NC(=O)OC)ccc4ccc1c2c43	-6	7	-3.1	-2	10	-0.2	3	8	108	-2.5
CCOc1ccc(Br)cc1S(=O)(=O)N1CC(C)OC(C)C1 (stereo unspecified)	-2	2	4.8	-3	-1	0.3	2	4	93	1.6
c1cncc(CNc2ncnc3ccc(-c4ccoc4)cc23)c1	2	3	0.6	-15	3	0.3	0	-14	102	0.9
Oc1ccc(NC(=S)Nc2ccccc2)cc1	6&0	-2&-10	-0.2&1.3	-1&1	-2&9	1.3&-0.2	2&4	0&5	101&99	0.5&0.2
Cc1c(C(=O)Nc2nccs2)oc2c(Cl)cccc12	1	-1	0.0	1	-9	0.1	3	8	99	22*
C/C=C/COC(=O)c1[nH]c2c(c1C)C(=O)CC(c1ccc(N(C)C)cc1)C2 (stereo unspecified)	2	-3	-4.2	-2	-3	-0.1	-22	-1	103	-3.0
Cc1cc(C)cc(NC(=O)C2CCN(c3cnccn3)CC2)c1	-10	-4	0.6	-13	1	0.3	-4	1	96	-3.6
Cc1cc(N2CCCCC2)n2nc(C)c(-c3ccccc3)c2n1	-2	-7	0.7	0	-5	0.1	-8	0	93	-1.3
COc1cccc(CNC(C)(C)CO)c1OCc1ccc(Cl)cc1	4	4	0.2	-5	11	0.4	-6	-2	103	-1.5
OCC1(C2=NOC(O)(C(F)(F)F)C2)CCCCC1 (stereo unspecified)	0	-2	-2.6	3	7	0.1	0	1	102	-2.2
O=S(=O)(c1cccc2cccnc12)N1CCCCC1	2	1	0.1	-6	-1	0.1	8	0	94	-4.6
Cc1cc(=O)oc2cc(OCCC[n+]3ccccc3)ccc12	-8	1	0.1	2	-1	0.0	2	0	122	-0.5
O=C(CCCOc1ccc(Cl)cc1Cl)N/N=C/c1ccco1	-2	3	1.1	-2	8	0.5	-1	2	99	5.0
CCCCCCCCN1C(=O)[C@H](CC(=O)N2CCSCC2)C[C@@]2(C(=O)OC)CCCCC=C12	-4	10	0.1	-1	/	1.2	/	/	93	/
O=C(Nc1nc(-c2cccs2)c(-c2cccs2)s1)C1(c2ccccc2)CC1	-4	-7	-1.4	-1	4	-0.2	1	-2	91	-2.7
CC1Cc2ccccc2N1Cc1ccc([N+](=O)[O-])cc1 (stereo unspecified)	-1	-12	-0.4	6	3	-0.1	2	-3	94	1.3
CCOc1cc(N2CCOCC2)c(OCC)cc1NC(=O)c1ccco1	-1	-3	0.2	-8	-3	-0.3	3	0	95	-3.0
CCN(CC)S(=O)(=O)c1ccc(C(=O)OCCNC(=O)c2cccnc2)cc1	1	0	-1.6	6	7	-0.2	-1	2	100	-0.7
Cc1ncoc1C(=O)N1CCCC(C(=O)c2cccc3ccccc23)C1 (stereo unspecified)	0	-8	-0.5	-4	9	0.1	2	2	94	-0.6
Cn1nccc1C(=O)N1CCCC(N2CCN(Cc3ccc4c(c3)OCO4)CC2)C1 (stereo unspecified)	-2	-5	-0.5	-8	23	0.4	-1	0	103	-0.5
CCOc1cc(NC(=O)CCl)c(OCC)cc1NC(C)=O	1	-9	-1.8	-1	20	0.7	3	4	99	1.4
O=C(Nc1ncccn1)C1CCCN1S(=O)(=O)c1ccc(Cl)c(Cl)c1 (stereo unspecified)	0	-2	-0.9	2	-2	-0.1	4	1	92	-1.7
CSc1nc2nc3c(cc2c(=O)n1-c1ccccc1C)COC(C)(C)C3	-3	-2	-0.2	1	17	0.0	-8	-1	105	0.4
Cc1ccsc1/C=N/NC(=O)c1cccnc1	-6	4	-0.9	-1	-6	0.1	0	0	93	-2.4
O=c1ccn(CCOc2ccc(Cl)cc2)c(=O)[nH]1	2	-1	2.6	-1	7	0.1	8	1	87	1.3
CCOC(=O)/C(C#N)=C\c1cn(C)c2ccccc12	-11	-1	2.0	1	12	0.2	4	3	103	-2.1
O=C(NC(c1ccccc1)c1ccccc1)c1ccccc1	-10	8	-0.7	7	1	0.8	-2	-1	102	7.1
Cc1ccc2oc(=O)c3cnn(CC(=O)NCCN4CCOCC4)c3c2c1	-3	-2	1.1	-5	10	0.6	16	2	98	-1.3
COc1ccc(C(CNC(=O)COc2ccccc2-c2ccccc2)N2CCOCC2)cc1 (stereo unspecified)	-1	4	1.6	-3	1	0.9	4	-3	101	-1.0
Cc1cc(SCC(=O)N2CCCC2=O)nc2c(C)cccc12	5	6	-0.4	-5	4	0.0	-7	0	100	5.1
C=CCNc1nc(Nc2ccc(OC)c(OC)c2)c2sc(-c3ccccc3)cc2n1	7	3	-3.9	-5	-2	0.0	4	16	95	0.0
Cc1ccc2c(CC(=O)O)coc2c1C	-9	-3	4.9	-3	2	-0.1	1	1	97	1.5
COc1ccc(S(=O)(=O)Nc2ccc(S(=O)(=O)N3CCCCC3)cc2)cc1	-1	0	9.0	-10	6	-0.2	0	-1	98	-0.9
Cc1ncc([N+](=O)[O-])n1CC(=O)Nc1ccccc1Cl	-5	1	-0.6	6	9	0.0	0	1	101	0.2
COc1ccc(OCC(=O)Nc2c3c(nn2C(C)(C)C)CSC3)cc1	3	-5	-0.6	1	1	0.0	-5	-5	96	-2.1
